Pin1 inhibitor: blocks the human prolyl isomerase Pin1; Q13526; 0.009% of 390,000 active; Potency, µM (top dose mostly 115 µM), for inactives: at the top dose activity, negative = inhibition, usual class: inhibitors; AID 504891; Pin1 FP peptide displacement, HiFluor488, 10 min; active = well fitted inhibition curve with a large enough effect in the polarisation, with a control signal flat, not every such curve was filed as active; inconclusive = small, poorly fitted or top-dose-only effect, or effect the other way, or a change in a side signal; inactive = no such curve, though single readings can be large or run the other way; the % refers to the polarisation; note: % is set by controls: 0 for no effect and ±100 for the full control effect
Target sequence (Q13526 whole entry, looked up): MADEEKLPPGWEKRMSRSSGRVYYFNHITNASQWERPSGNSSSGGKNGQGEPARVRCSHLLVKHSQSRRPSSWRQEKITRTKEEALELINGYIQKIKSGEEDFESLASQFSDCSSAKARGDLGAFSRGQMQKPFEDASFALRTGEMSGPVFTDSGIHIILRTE
rTrxR1 inhibitor: inhibitors of rat thioredoxin reductase 1 | AID 588453 | 1% of 390,000 active | recombinant rTrxR1, NADPH fluorescence consumption, selenite substrate | Potency, µM (highest dose often 114 µM), for inactives: at the top dose activity change, negative = inhibition, hits mostly inhibitors | O89049; note: % is set by controls: 0 for no effect and ±100 for the full control effect; nearly all actives have a fitted effect of over 65% in size
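Rat TrxR1 (90 nM in the dispensed reagent) was pre-reduced with 400 uM NADPH for 5 min at room temperature, then incubated with compound for 15 min. After 400 uM selenite was added, NADPH fluorescence (Ex 340/Em 450 nm) was followed for 8 min.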
JMJD2A Tudor inh: inhibitors of human JMJD2A Tudor domain | O75164 | AlphaScreen JMJD2A-Tudor / H3K4me3 peptide binding | Potency, µM (doses to about 114 µM), inactives show top-dose activity change, negative = inhibition, usual class: inhibitors | 4.4% of 390,000 active | AID 504339; note: % is set by controls: 0 for no effect and ±100 for the full control effect; nearly all actives have a fitted effect of over 50% in size
12-LOX inh: blocks human arachidonate 12S-lipoxygenase; P18054; purified 12hLO, xylenol orange hydroperoxide absorbance; Potency, µM (highest dose often 108 µM), for the others: at the top dose activity change, negative = inhibition, usual class: inhibitors; 1.1% of 580,000 active; note: % is set by controls: 0 for no effect and ±100 for the full control effect
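Purified human 12hLO (150 nM final) in 25 mM Hepes, 0.01% Triton X-100, pH 7.0 was preincubated 15 min at room temperature with compound. Then 40 uM arachidonic acid was added, 30 min. Hydroperoxide was read by Fe-XO absorbance ratio 573/405 nm.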
Tb PGK inh: inhibitors of T. brucei phosphoglycerate kinase | AID 602233 | P07378 | PGK/GAPDH coupled, Kinase-Glo luminescence, 60 min | Potency, µM (doses to about 57.5 µM), without a hit: top-dose activity change, negative = inhibition, usual class: inhibitors | 0.043% of 380,000 active; note: % is set by controls: 0 for no effect and ±100 for the full control effect; nearly all actives have a fitted effect of over 60% in size
Target sequence (P07378 whole entry, looked up): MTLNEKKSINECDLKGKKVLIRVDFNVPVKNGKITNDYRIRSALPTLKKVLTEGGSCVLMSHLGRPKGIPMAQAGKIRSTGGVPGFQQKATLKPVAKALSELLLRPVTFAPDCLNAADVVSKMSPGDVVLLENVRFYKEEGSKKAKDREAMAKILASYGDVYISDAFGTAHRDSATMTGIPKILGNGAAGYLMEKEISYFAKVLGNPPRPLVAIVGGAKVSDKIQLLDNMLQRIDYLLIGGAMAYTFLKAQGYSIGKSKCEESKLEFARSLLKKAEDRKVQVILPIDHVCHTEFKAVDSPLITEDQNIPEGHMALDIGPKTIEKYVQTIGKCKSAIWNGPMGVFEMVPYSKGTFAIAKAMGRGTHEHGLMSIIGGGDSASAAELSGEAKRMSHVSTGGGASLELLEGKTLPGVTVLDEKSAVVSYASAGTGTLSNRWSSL
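Recombinant glycosomal PGK reaction used 1,3-bisphosphoglycerate generated in-well by GAPDH (100nM final) in 100mM TEA pH 7.6, 5mM MgCl2, 0.01% Tween-20. After 60 minutes at room temperature, ATP was read by Kinase-Glo Plus luminescence end-point.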
ERG Ets-DNA blk: inhibitors of human ERG Ets domain-DNA interaction. fluorescence polarization, His-ERG Ets domain / labelled DNA. Potency, µM (top dose mostly 76.9 µM), without a hit: at the top dose FP activity, negative = inhibition, actives largely listed as inhibitors. 0.028% of 370,000 active. AID 624246; active = well fitted inhibition curve with a large enough effect in the polarisation, with a control signal flat; inconclusive = small, poorly fitted or top-dose-only effect, or effect the other way, or a change in a side signal; inactive = no such curve, though single readings can be large or run the other way; the % refers to the polarisation;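 note: polarization taken with two DNA probes labelled with fluorescein and Texas red; % of control where 0% means no effect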
Target sequence (P11308 whole entry, looked up, the tested form may be a part): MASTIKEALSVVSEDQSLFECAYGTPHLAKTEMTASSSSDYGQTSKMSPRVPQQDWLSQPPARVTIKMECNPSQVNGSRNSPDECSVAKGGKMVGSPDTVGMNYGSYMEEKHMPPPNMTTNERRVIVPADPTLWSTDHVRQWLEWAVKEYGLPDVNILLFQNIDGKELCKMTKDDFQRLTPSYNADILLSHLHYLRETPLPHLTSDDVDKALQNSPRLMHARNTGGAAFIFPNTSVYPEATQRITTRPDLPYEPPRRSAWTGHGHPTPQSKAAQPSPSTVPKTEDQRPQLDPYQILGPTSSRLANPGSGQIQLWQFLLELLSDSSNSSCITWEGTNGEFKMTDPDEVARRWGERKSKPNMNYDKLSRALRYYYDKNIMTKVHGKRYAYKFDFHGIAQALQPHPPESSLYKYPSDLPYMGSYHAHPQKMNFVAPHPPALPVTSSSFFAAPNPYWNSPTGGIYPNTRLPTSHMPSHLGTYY
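His-tagged ERG Ets domain (1 uM in the protein solution; 300mM KCl, 50mM Tris-HCl, 1mM EDTA, 1mM DTT, pH 7.5) received compound, then a probe mix of 5 nM fluorescein-DNA and 100nM Texas-615-DNA. Fluorescence polarization was read for both dyes.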
HP1b chromo inh: HP1-beta chromodomain-methylated histone interaction inhibition | P83916 | AlphaScreen HP1-beta / biotin-H3K9me3 peptide binding | Potency, µM (series often up to 114 µM), for inactives: at the top dose activity change, negative = inhibition, hits mostly inhibitors | 0.56% of 390,000 active | AID 540317; note: nearly all actives have a fitted effect of over 70% in size; inactives centre near 23
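HP1-beta protein (50 nM final) preincubated 30 min at room temperature with biotinylated H3(1-18)K9me3 peptide (50 nM) in PBS pH 7.4, 0.01% Tween-20, then compound added for 30 min. AlphaScreen streptavidin donor/nickel chelate acceptor beads (10 ug/mL final), 30 min dark, luminescence read.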
RGS4 inh: blocks human RGS4-accelerated GTP hydrolysis | Transcreener GDP fluorescence polarization, RGS4-accelerated GTP hydrolysis | Potency, µM (top dose mostly 114 µM), inactives show at the top dose activity change, negative = inhibition, most hits filed as inhibitors | P49798 | 0.039% of 390,000 active; note: % is set by controls: 0 for no effect and ±100 for the full control effect; nearly all actives have a fitted effect of over 75% in size; some results filed as inactive show a strong effect at the top dose
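MLSMR compounds (23 nl, pin-transferred) preincubated 10 min at room temperature with a 500nM (2x) first reagent, then RGS4 at 900nM (2x) plus Transcreener GDP mix added; fluorescence polarization (620/688 nm) read before and after 90 min at 30 °C.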
GLS inhibitor: glutaminase GLS (human) inhibition; 0.21% of 410,000 active; Potency, µM (doses to about 45.5 µM), for the others: top-dose activity change, negative = inhibition, hits mostly inhibitors; AID 624170; GLS enzymatic activity, qHTS titration; O94925; note: % is set by controls: 0 for no effect and ±100 for the full control effect
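hKGA; 45 mM KH2PO4 pH 8.2 + 0.02% Tween-20; cpd via pin tool; 1 mM Gln soln; GluOx/HRP/Amplex Red; RT 30 min; fluor. t0 & final.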
* = called active by the depositor; i = inactive; ? = inconclusive; . = not tested or not shown; & = joins results of further samples; [ ] = dose if it differs, or a comment. Unless noted, calls come from the whole dose curve; as a rule, active = well fitted curve in the direction sought with a large enough effect; inconclusive = small, poorly fitted or top-dose-only effect, or another doubt; inactive = no such curve, though single readings can be large; an effect the other way counts as inactive or inconclusive. Potency is the fitted concentration of half-maximal effect. Not all compounds are listed; count on the stated rates, not on these rows.

Pin1 inhibitor	rTrxR1 inhibitor	Compound	JMJD2A Tudor inh	12-LOX inh	Tb PGK inh	ERG Ets-DNA blk	HP1b chromo inh	RGS4 inh	GLS inhibitor
0%	9%	O=C(N/N=C1\CCCc2c1[nH]c1ccc(Cl)cc21)c1ccncc1	-15%	-12%	-11%	0%	36%	-17%	-5%
0%	18%[57.1 µM]	O=C(O)c1cccc(Nc2nc(N3CCOCC3)nc(N3CCOCC3)n2)c1	?	20%	i	-9%	2%	14%	-5%
19%	6%	CC1=Nc2cc(C(=O)N3CCC(C)CC3)ccc2Sc2ccc(Cl)cc21	?	?	-2%	-1%	7%	-4%	-29%
-2%	5%	COCCCN1C(=O)c2ccc(C(=O)N3CCN(c4ccc(OC)cc4)CC3)cc2C1=O	-12%	-19%	-8%	-2%	29%	6%	29%
2%	12%[57.1 µM]	Cc1nnsc1NC(=O)OCCCl	-12%	-5%	-4%	-6%	30%	15%	-7%
-2%	-15%	CN1CCN(C2CC(=O)N(Cc3ccc(N4CCCC4=O)cc3)C2=O)CC1 (stereo unspecified)	24%	0%	13%	-7%	49%[activator]	19%	.
7%	7%	O=C(Cn1c(=O)c2cccn2c2cccnc21)NCc1cccc(F)c1	-3%	-5%	1%	7%	30%	-18%	-1%
-5%	-5%	COc1ccc(OC)c(C(=O)c2coc3ccc(O)cc23)c1	-30%	0%	i	-6%	-1%	-27%	22%
0%	?	O=C1CCc2cc(S(=O)(=O)N3CCC(C(=O)NC4CCCc5ccccc54)CC3)ccc2N1 (stereo unspecified)	-10%	1%	-8%	-6%	55%[activator]	10%	-1%
0%	5%	CC(C)(C)OC(=O)CN1c2cccc3cccc(c23)S1(=O)=O	38%[activator]	7%	-7%	-9%	80%[activator]	3%	-5%
-6%	-13%[57.1 µM]	O=C(CCCCCNC(=S)Nc1ccc(Cl)cc1)C[N+](=O)[O-]	-15%	?	-4%	-15%	?	-15%	6%
4%	4%[57.1 µM]	O=C(NC1CCC(O)CC1)c1ccc(Br)o1 (stereo unspecified)	-10%	2%	i	-2%	41%[activator]	-13%	7%
0%	6%	CC(=O)c1ccc(OC(=O)c2cccs2)cc1	1%	-23%	-6%	-1%	15%	-11%	-4%
2%	23%	O=C(O)CSCC(=O)NCc1ccccc1	-21%	-5%	.	-10%	19%	-9%	-1%
-4%	9%[57.1 µM]	COC(=O)C1Cc2ccccc2CN1S(=O)(=O)c1ccc(C)cc1 (stereo unspecified)	11%	17%	-3%	-8%	81%[activator]	-23%	1%
-4%	16%	CCOC(=O)c1nnn(-c2nc(OC)nc(N3CCCC3)n2)c1-c1ccccc1	-3%	0%	8%	4%	42%[activator]	-15%	-2%
3%	0.45µM*	O=C(CCN1CCOCC1)c1ccc(Br)cc1	-11%	?	6%	-4%	-8%	-78%	-14%
-1%	21%	CC(C)CN1C(=O)c2ccc(C(=O)Nc3ccc(OCC(=O)O)cc3)cc2C1=O	-21%	-9%	i	5%	26%	5%	0%
-1%	-7%	COc1cc(C(=O)Nc2nncs2)cc(OC)c1OC	-11%[57.1 µM]	13%	-13%	11%	44%[activator]	14%	-4%
-2%	-3%	CCCCN(C(=O)NCCCCCCNC(=O)N(CCCC)C1CCS(=O)(=O)C1)C1CCS(=O)(=O)C1 (stereo unspecified)	-1%	8%	5%	5%	27%	14%	0%
-7%	-2%	CCC(c1nnnn1Cc1ccc2c(c1)OCO2)N1CCN(c2ccccc2)CC1 (stereo unspecified)	-29%	-6%	-6%	6%	-7%	-1%	24%
-7%	3%[57.1 µM]	O=C(Nc1ccc(Cl)c([N+](=O)[O-])c1)C(Sc1ccccc1)c1ccccc1 (stereo unspecified)	-31%	-20%	-7%	-4%	-19%	10%	4%
2%	-3%	Cc1nc(Nc2ccccc2)sc1C(=O)c1ccc(F)cc1	3%	?	9%	1%	38%	-29%	-17%
-2%	1%	CCCCN(C(=O)C(C)Oc1ccc(Br)cc1)c1c(N)n(Cc2ccccc2)c(=O)[nH]c1=O (stereo unspecified)	-10%	10%	-4%	12%	16%	-43%	-1%
-4%	9%[57.1 µM]	N#Cc1ccccc1OCC(=O)N1CCc2ccccc2C1	-12%	?	1%	1%	24%	6%	0%
1%	34%	CCC(C(=O)NCCc1ccc(SC)cc1)n1nc(C)c2c(C)n(-c3ccc(C)cc3)nc2c1=O (stereo unspecified)	-16%	-19%	i	0%	38%	-13%	2%
-4%	-6%	CS(=O)(=O)Nc1ccccc1C(=O)c1ccccc1	-20%[57.1 µM]	1%	-3%	0%	-7%	-5%[56.9 µM]	19%
8%	18%[0.0914 µM]	CCC1CCCCN1C(=O)CCNC(=O)Cn1cnc2ccccc2c1=O (stereo unspecified)	-8%	-2%	-4%	15%	15%	-3%	-7%
-1%	14%[57.1 µM]	Cc1cc(C)n(C(=O)c2c([N+](=O)[O-])cnn2C)n1	-14%	10%	i	2%	58%[activator]	-9%	1%
-5%	27%	Cc1ccc(CN2CC(C(=O)Nc3ncccc3C)CC2=O)cc1 (stereo unspecified)	-17%	453%&60%[activator]	-7%	100%[activator]	31%	10%	-9%
-3%	8%	O=C(CN1C(=O)COc2ccc(S(=O)(=O)N3CCCC3)cc21)N1CCN(c2ccccc2F)CC1	-17%	-22%	-7%	4%	33%	-17%	-6%
-6%	0.35µM*	Cc1cc(S(=O)(=O)NCC(c2ccco2)S(=O)(=O)c2cccs2)ccc1F (stereo unspecified)	-19%	-28%	6%	6%	17%	0%	-8%
2%	19%[57.1 µM]	COc1ccc(NC(=O)N2CCCC2C(=O)NC23CC4CC(CC(C4)C2)C3)cc1 (stereo unspecified)	-1%	-6%	-3%	4%	13%	36%	2%
-9%	-20%	CCn1cc(C(=O)Nc2cccc(C(=O)OC)c2)c(=O)c2ccc(C)nc21	-9%	20%	-9%	.	23%	3%	-1%
-1%	43%	COC(=O)c1sc2nc(-c3ccccc3)c3c(c2c1N)CCCC3	-12%	0%	-11%	3%	68%[activator]	28%	1%
2%	18%	COc1cc(NC(=O)COc2ccc(-n3cnnn3)cc2)cc(OC)c1OC	-12%	5%	-10%	-4%	6%	6%	0%
3%	0%	Cc1ccc(OCCC(=O)OCC(=O)Nc2ccccc2)cc1	-2%	-1%	5%	-3%	39%	16%	1%
-2%	16%[57.1 µM]	Cc1ccc(-n2ncc3c(NCCCn4ccnc4)ncnc32)cc1Cl	?	-23%	i	-1%	25%	-10%	-13%
7%	-5%[57.1 µM]	O=C(NC1CCCC1)C(c1ccco1)N(C(=O)c1ccco1)c1ccccc1 (stereo unspecified)	-10%	-13%	0%	6%	29%	14%	3%
10%	-6%	CCOc1cc(/C=N/NC(=O)c2ccc(O)cc2)ccc1Oc1nc(Cl)ncc1F	-18%	?	-1%	-15%	16%	-7%	-1%
1%	14%	O=c1c2ccccc2[nH]c(=S)n1CCC1=CCCCC1	-20%	-1%	-1%	13%	18%	12%	9%
6%	15%	COc1cccc(C2NC(=O)NC(C)=C2C(=O)Nc2cc(OC)ccc2OC)c1 (stereo unspecified)	-14%	-29%	0%	-1%	12%	18%	-3%
9%	5%[57.1 µM]	CCc1cccc(NC(=O)C2CCC(CNS(=O)(=O)c3ccc4c(c3)CCCC(=O)N4)CC2)c1 (stereo unspecified)	-17%	-16%	-9%	5%	-4%	-10%	-7%
-8%	14%	CN(Cc1nc2ccccc2n1C)S(C)(=O)=O	-1%	23%	18%	-5%	33%	16%	5%
1%	3%	O=C(O)c1cccc2c1C(=O)c1cc(Br)ccc1S2(=O)=O	-3%	-10%	0%	14%	40%[activator]	10%	7%
2%	6%[57.1 µM]	CC(=O)c1cccc(NC(=S)N2CCN(CCN3C(=O)c4cccc5cccc(c45)C3=O)CC2)c1	-7%	1%	-2%	3%	35%	-24%	-2%
2%	0%[57.1 µM]	CS(=O)(=O)N(CC(=O)NCCSc1ccccc1)c1ccc2c(c1)OCO2	-15%	-21%	-4%	3%	4%	-13%	1%
3%	-3%	COc1ccc(C2CC(c3cccs3)=NN2C(=O)CSc2nncn2C)cc1OC (stereo unspecified)	-16%	2%	-5%	-9%	-16%	-3%	-2%
-1%	16%	CN(CC1CCCO1)S(=O)(=O)c1ccc(C(=O)N2CCN(c3ccccc3)CC2)cc1 (stereo unspecified)	-4%	-8%	-6%	0%	43%[activator]	20%	-3%
-12%	4%	CC(Sc1nnc(-c2cccnc2)n1C)C(=O)N1CCOCC1 (stereo unspecified)	-15%	?	-4%	3%	30%	-33%	-2%

Part of the list above, with bars between the fields.
structure | Pin1 inhibitor | rTrxR1 inhibitor | JMJD2A Tudor inh | 12-LOX inh | Tb PGK inh | ERG Ets-DNA blk | HP1b chromo inh | RGS4 inh | GLS inhibitor
CCc1cccc(NC(=O)C2CCC(CNS(=O)(=O)c3ccc4c(c3)CCCC(=O)N4)CC2)c1 (stereo unspecified) | 9% | 5%[57.1 µM] | -17% | -16% | -9% | 5% | -4% | -10% | -7%
CN(Cc1nc2ccccc2n1C)S(C)(=O)=O | -8% | 14% | -1% | 23% | 18% | -5% | 33% | 16% | 5%
O=C(O)c1cccc2c1C(=O)c1cc(Br)ccc1S2(=O)=O | 1% | 3% | -3% | -10% | 0% | 14% | 40%[activator] | 10% | 7%
CC(=O)c1cccc(NC(=S)N2CCN(CCN3C(=O)c4cccc5cccc(c45)C3=O)CC2)c1 | 2% | 6%[57.1 µM] | -7% | 1% | -2% | 3% | 35% | -24% | -2%

Assay outcomes: PubChem BioAssay, National Center for Advancing Translational Sciences (NCATS)
